Assay outcomes from PubChem BioAssay.
NR5A2 inv ag: suppresses constitutive activity of human LRH-1; inhibition, % at 3.6 µM; HEK293T StAR-luciferase reporter, LRH-1 transfected, 24 h; O00482; hit rate 0.13% among 360,000;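 active = inhibition above the mean inhibition of all tested compounds plus 3 SD, cut at about 73% in these data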;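 also: 0% = DMSO wells and 100% = reporter-only cells lacking LRH-1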
TRAIL sens C8: caspase-8 TRAIL sensitization. AID 624354. inhibition (viability loss, TRAIL sensitization), % at 10 µM. hit rate 1% among 360,000. NB7+C8 cells + TRAIL, ATPlite viability luminescence;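 active = compounds causing at least 50% loss of cell viability in the single-dose screen, relative to plate controls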
NCOA2 inhibitor: human SRC2 (NCOA2) inhibition; Q15596; HEK293 GAL4-SRC2 luciferase reporter, luminescence; inhibition, % at 9 µM; hit rate 0.17% among 370,000; AID 651957;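 active = inhibition above the mean inhibition of all tested compounds plus 3 SD, set per campaign, cut at about 52% in these data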;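 also: 0% = DMSO treated cells and 100% = cells given Gossypol at 36 µM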
TWEAK Fn14 block: inhibitors of TWEAK-Fn14 interaction signaling | TWEAK-stimulated Fn14 reporter cells, luciferase luminescence, 8 h | inhibition, % at 10 µM | hit rate 2% among 360,000; in the data active = inhibition above about 50%
CF NFkB inh: blocks PAF-induced NF-kB reporter in cystic fibrosis cells; hit rate 0.86% among 360,000; KKLEB NF-kB-GFP reporter, GFP fluorescence overnight; AID 588850; inhibition, % at 5 µM;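 active = at least 50% inhibition at 5 µM, scaled per plate between neutral and stimulator controls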;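 also: PAF is a Pseudomonas aeruginosa culture filtrate used as stimulus; plate controls were PAF-stimulated DMSO wells for no effect and unstimulated DMSO wells for full effect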
SRC1 inh: human NCOA1 inhibition; Q15788; HEK293 GAL4-SRC1 luciferase reporter, luminescence; inhibition, % at 3.6 µM; hit rate 0.12% among 360,000;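 active = inhibition above the campaign mean plus 3 SD, with each screening campaign given its own cutoff, cut at about 60% in these data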;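 also: 0% = DMSO treated cells and 100% = gossypol at 36 µM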
Target sequence (Q15788 whole entry, looked up, the tested form may be a part): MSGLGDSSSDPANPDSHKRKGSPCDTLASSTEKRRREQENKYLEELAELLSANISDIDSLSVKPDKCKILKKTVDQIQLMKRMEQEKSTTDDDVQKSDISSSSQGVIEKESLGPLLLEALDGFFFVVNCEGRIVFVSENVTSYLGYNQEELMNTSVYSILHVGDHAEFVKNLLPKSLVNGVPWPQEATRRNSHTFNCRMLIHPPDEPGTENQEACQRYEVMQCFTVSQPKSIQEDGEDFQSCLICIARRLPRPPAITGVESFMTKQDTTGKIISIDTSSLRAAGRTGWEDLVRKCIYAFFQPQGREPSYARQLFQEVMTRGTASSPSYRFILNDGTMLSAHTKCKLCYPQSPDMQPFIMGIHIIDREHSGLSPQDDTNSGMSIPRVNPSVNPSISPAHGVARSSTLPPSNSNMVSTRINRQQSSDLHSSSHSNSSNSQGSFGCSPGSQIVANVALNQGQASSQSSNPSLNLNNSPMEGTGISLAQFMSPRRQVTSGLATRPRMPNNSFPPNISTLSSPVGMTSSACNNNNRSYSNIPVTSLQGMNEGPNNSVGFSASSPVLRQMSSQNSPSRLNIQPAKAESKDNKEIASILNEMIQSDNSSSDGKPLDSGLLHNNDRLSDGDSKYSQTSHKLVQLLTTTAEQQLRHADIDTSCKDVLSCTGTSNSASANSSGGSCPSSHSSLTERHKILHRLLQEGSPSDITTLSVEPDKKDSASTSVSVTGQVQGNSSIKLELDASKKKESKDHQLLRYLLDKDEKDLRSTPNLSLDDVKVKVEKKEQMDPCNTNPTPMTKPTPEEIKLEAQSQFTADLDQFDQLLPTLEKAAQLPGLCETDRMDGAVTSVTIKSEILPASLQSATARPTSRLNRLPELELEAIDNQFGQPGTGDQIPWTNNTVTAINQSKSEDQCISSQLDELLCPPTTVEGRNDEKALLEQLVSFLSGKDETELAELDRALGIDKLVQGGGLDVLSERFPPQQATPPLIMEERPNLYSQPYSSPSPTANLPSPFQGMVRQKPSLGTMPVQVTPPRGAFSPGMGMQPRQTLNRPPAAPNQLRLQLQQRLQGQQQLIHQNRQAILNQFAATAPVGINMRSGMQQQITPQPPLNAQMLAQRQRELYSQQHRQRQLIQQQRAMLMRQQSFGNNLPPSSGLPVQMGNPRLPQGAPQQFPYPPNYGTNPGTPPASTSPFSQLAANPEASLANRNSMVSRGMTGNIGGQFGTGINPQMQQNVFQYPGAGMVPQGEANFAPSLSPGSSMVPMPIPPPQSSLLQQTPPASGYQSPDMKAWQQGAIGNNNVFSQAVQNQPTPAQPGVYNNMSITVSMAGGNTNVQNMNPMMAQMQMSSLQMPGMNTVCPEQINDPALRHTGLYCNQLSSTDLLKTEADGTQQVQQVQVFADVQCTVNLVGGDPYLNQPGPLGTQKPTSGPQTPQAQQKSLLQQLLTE
TROY signal inh: inhibitors of TROY-dependent NF-kB signaling | Q293 LMP1-TROYcd NF-kB luciferase reporter, 4 h | inhibition, % at 10 µM | hit rate 0.98% among 360,000;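 active = compounds whose plate-normalised and pattern-corrected inhibition of the luciferase reporter signal at the single screening dose is 50% or more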
SRC3 inh: inhibitors of human steroid receptor coactivator 3 (SRC3); AID 588352; HEK293 GAL4-SRC3 luciferase reporter, luminescence; hit rate 0.17% among 360,000; Q9Y6Q9; inhibition, % at 3.6 µM;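 active = inhibition above a per-campaign cutoff, the mean of all compounds plus 3 SD, cut at about 60% in these data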;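 also: 0% = DMSO-treated cells and 100% = gossypol-treated cells at 36 µM; higher means less SRC3-driven luciferase light from the GAL4 reporter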
EBV LMP1 NFkB: inhibitors of Epstein-Barr LMP1-induced NF-kappaB reporter | LMP1-induced NF-kappaB luciferase reporter cells, luminescence | inhibition, % at 12.5 µM | hit rate 0.69% among 350,000; in the data active = inhibition above about 41%;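 also: 0% = neutral control wells and 100% = reference inhibitor control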
KKLEB cytotox: counter-screen for CF NF-kB inhibitors: cytotoxicity. KKLEB CF airway cells viability, ATPlite luminescence, overnight; hits give low values; cells stimulated with P. aeruginosa culture filtrate. activity change (cytotoxicity), % at 5 µM. hit rate 0.36% among 360,000. AID 602141;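 active = corrected activity change at or below -50% at 5 µM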
NR2F2 inh: NR2F2 (human) inhibition, primary screen | AID 686940 | P24468 | HEK293T NGFI-A luciferase reporter, luminescence | hit rate 0.7% among 370,000 | inhibition, % at 8.6 µM;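 active = inhibition above a per-plate cutoff, mean inhibition of test wells between control levels plus 3 SD, cut at about 38% in these data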;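 also: cells cotransfected with COUP-TFII expression vector driving the NGFI-A reporter; 0% = median of COUP-TF2 test wells and 100% = reporter-only cells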
* marks the source's active call; other numbers are inactive results; . = not tested or not shown.

1: COCCN(CCOC)C(=O)C1CCN(c2ccc(S(=O)(=O)N3CCOCC3)cc2[N+](=O)[O-])CC1
2: Cc1ccc(C(=O)Nc2cccc(C(=O)N/N=C/c3ccc(F)cc3)c2)cc1
3: COc1ccc(/C=N/c2oc(-c3ccccc3)cc2C#N)cc1
4: C=CCc1cc(OC)ccc1OCCOCCC(C(=O)OCC)C(=O)OCC
5: COc1ccc(/C=N/NC2=NS(=O)(=O)c3ccccc32)cc1
6: NC(=O)CSc1ccc(-c2ccc(F)cc2)nn1
7: CC1(c2ccc(Cl)cc2)NC(=O)N(CC(=O)NC2CCCCC2)C1=O (configuration not stated)
8: COC(=O)c1ccc(-c2ccc(/C=N/N3C(=O)C4C5C=CC(C6CC56)C4C3=O)o2)cc1 (configuration not stated)
Assay by compound	1	2	3	4	5	6	7	8
NR5A2 inv ag	5	-104	10	3	-17	-2	15	-80
TRAIL sens C8	-11	16	-17	-2	-13	-5	-1	11
NCOA2 inhibitor	13	-70	-7	-1	-29	-2	-20	-25
TWEAK Fn14 block	-8	-49	7	-16	9	3	0	-37
CF NFkB inh	6	-3	-10	-12	-17	8	8	1
SRC1 inh	20	-86	-10	-7	1	8	-15	-68
TROY signal inh	-13	-25	-4	3	16	-1	8	-24
SRC3 inh	10	-69	17	2	3	12	-12	-57
EBV LMP1 NFkB	-12	31	-8	3	2	-4	4	-18
KKLEB cytotox	-5	-2	3	12	2	7	6	2
NR2F2 inh	21	-36	1	11	16	10	6	-8

Single records, from the list above. Values in the order: NR5A2 inv ag	TRAIL sens C8	NCOA2 inhibitor	TWEAK Fn14 block	CF NFkB inh	SRC1 inh	TROY signal inh	SRC3 inh	EBV LMP1 NFkB	KKLEB cytotox	NR2F2 inh
COc1ccc(/C=N/NC2=NS(=O)(=O)c3ccccc32)cc1 reads -17	-13	-29	9	-17	1	16	3	2	2	16
CC1(c2ccc(Cl)cc2)NC(=O)N(CC(=O)NC2CCCCC2)C1=O (configuration not stated) reads 15	-1	-20	0	8	-15	8	-12	4	6	6
Cc1ccc(C(=O)Nc2cccc(C(=O)N/N=C/c3ccc(F)cc3)c2)cc1 reads -104	16	-70	-49	-3	-86	-25	-69	31	-2	-36
COC(=O)c1ccc(-c2ccc(/C=N/N3C(=O)C4C5C=CC(C6CC56)C4C3=O)o2)cc1 (configuration not stated) reads -80	11	-25	-37	1	-68	-24	-57	-18	2	-8
COCCN(CCOC)C(=O)C1CCN(c2ccc(S(=O)(=O)N3CCOCC3)cc2[N+](=O)[O-])CC1 reads 5	-11	13	-8	6	20	-13	10	-12	-5	21

Next records follow.
9: COc1cccc(/C=C/C(=O)Nc2ccc3[nH]c(=O)[nH]c3c2)c1
10: CCN(CC(=O)Nc1c(F)cccc1F)C(=O)Cc1ccccc1
11: CC1(C)Cc2ccccc2C(COc2ccccc2)=N1
12: O=C(NNC(=O)c1ccccc1Br)c1ccc(Cl)cc1
13: CNC(=S)N(Cc1ccc(OC)cc1)Cc1cc2cc(C)ccc2[nH]c1=O
14: COC(=O)C1CCN(C(=O)/C=C/c2ccc3c(c2)OCO3)CC1
15: O=C(COc1ccccc1)N1CCN(S(=O)(=O)c2ccc(Cl)cc2)CC1
16: CCOc1ccc(C2NC(=S)NC3=C2CCc2ccccc23)cc1 (configuration not stated)
Assay by compound	9	10	11	12	13	14	15	16
NR5A2 inv ag	-11	1	2	-11	-24	-114	-6	-2
TRAIL sens C8	13	-5	-9	24	16	-7	-2	17
NCOA2 inhibitor	-2	15	-24	7	18	-31	11	-29
TWEAK Fn14 block	-10	-2	-7	-5	6	-24	21	34
CF NFkB inh	-39	-1	1	-7	5	3	-3	5
SRC1 inh	-56	-21	-16	-19	2	-50	-32	-22
TROY signal inh	-5	9	10	-42	5	-47	-8	18
SRC3 inh	-10	3	2	-13	-4	-79	15	-10
EBV LMP1 NFkB	4	-5	6	-18	-8	-24	-14	-22
KKLEB cytotox	8	-3	-8	6	2	2	4	8
NR2F2 inh	-2	-1	11	0	6	-16	4	6

17: O=C(Nc1ccc(N2CCOCC2)cc1)c1csc([C@H]2C[C@H](O)[C@@H](CO)O2)n1
18: CCOc1ccc(OCC(=O)Nc2ccccc2N2CCCC2)cc1
19: Cc1cccc2cc(CN(Cc3ccccc3)C(=S)NCCCN(C)C)c(=O)[nH]c12
20: O=C(C[C@H]1C[C@H](C(=O)N2CCOCC2)[C@@]2(CCC3CCCC3)c3[nH]c4ccc(Cl)cc4c3CCN2C1=O)NCCCn1ccnc1
21: COc1cccc(C(c2nnnn2Cc2ccccc2)N2CCN(C3CCCC3)CC2)c1OC (configuration not stated)
22: COc1cc(NC(=O)CN2CCCCC2)c(C)cc1[N+](=O)[O-]
23: CNC(=S)N1CCN(c2nc(-c3cccc(OC)c3)cs2)CC1
24: CC1(C)CC(NC(=O)c2ccccc2Cl)CC(C)(C)N1
Assay by compound	17	18	19	20	21	22	23	24
NR5A2 inv ag	-20	15	-27	-11	0	-10	20	9
TRAIL sens C8	32	23	-3	3	-3	-4	-10	-1
NCOA2 inhibitor	4	-8	-11	-9	20	-50	-17	-16
TWEAK Fn14 block	-10	21	-5	26	44	5	-12	5
CF NFkB inh	-1	12	11	24	-8	-10	11	-3
SRC1 inh	-5	-6	-23	25	6	-17	-33	-26
TROY signal inh	14	-36	-5	8	11	-20	-8	-2
SRC3 inh	-15	-11	15	5	11	0	4	-29
EBV LMP1 NFkB	.	-16	-33	8	10	-2	5	6
KKLEB cytotox	-1	-11	-9	-7	-2	-6	2	6
NR2F2 inh	3	-7	1	8	7	-1	-15	-18

25: CCc1ccccc1NC(=O)CN1CCN(C(=O)CNC(=O)c2ccc(N3CCCC3=O)cc2)CC1
26: C/C(=N\NC(=O)c1cccc(S(=O)(=O)N2CCCC2)c1)c1ccccc1F
27: COC(=O)/C=C1/S/C(=N/NC(=O)c2ccccc2C)NC1=O
28: O=C(Cc1ccc(S(=O)(=O)N2CCOCC2)s1)NCCOc1ccccc1
29: O=C(CC1C(=O)NCCN1Cc1ccc(F)cc1Cl)NC1CCCCCCC1 (configuration not stated)
30: CC(=O)Nc1cccc(-c2csc(C(NC(C)=O)c3ccc(F)c(F)c3)n2)c1 (configuration not stated)
31: CC(C)c1ccc(C2/C(=C(/O)c3ccccc3)C(=O)C(=O)N2CCCN2CCOCC2)cc1 (configuration not stated)
32: NC(=O)C1CCN(c2ncnc3c2c(-c2ccccc2)cn3-c2ccccc2)CC1
Assay by compound	25	26	27	28	29	30	31	32
NR5A2 inv ag	20	11	9	-12	-24	-10	5	7
TRAIL sens C8	-16	-8	9	-27	-13	5	10	-4
NCOA2 inhibitor	-21	-28	24	2	2	-9	3	-18
TWEAK Fn14 block	-11	1	-5	3	-2	15	12	6
CF NFkB inh	5	13	-29	10	6	-25	-1	17
SRC1 inh	-3	-9	-22	-12	-18	-9	-6	0
TROY signal inh	10	8	17	-5	9	-3	-4	-15
SRC3 inh	6	15	24	-43	1	-11	6	13
EBV LMP1 NFkB	-5	-8	-9	-4	-2	.	2	10
KKLEB cytotox	10	-13	18	-8	14	5	-15	-3
NR2F2 inh	14	10	10	-13	7	2	6	-19

33: CC1(OC(=O)CCc2ccccc2)C(=O)C=C2C=C(c3ccc(C#N)cc3)N(CC3CC3)C=C2C1=O (configuration not stated)
34: Cc1cc(SCc2cc(=O)[nH]c3ccccc23)nc2ccccc12
35: CN(C)CCOC(=O)c1ccc2c(c1)S(=O)(=O)c1ccccc1C2=O
36: CCOc1cc(/C=C2\SC(=NC)N(C)C2=O)c(Br)cc1OC(C)=O
37: COc1ccc(N2CCN(C(=O)CSc3nnc(NC(=O)C4CC4)s3)CC2)cc1
38: CC(C)Cc1nc(S(=O)(=O)c2ccc(Cl)cc2)c(N2CCOCC2)o1
39: Cc1c(NC(=S)N2CCN(c3ccc(F)cc3)CC2)c(=O)n(-c2ccccc2)n1C
40: Cc1ccc(-c2cc(C(=O)O)c3ccccc3n2)s1
Assay by compound	33	34	35	36	37	38	39	40
NR5A2 inv ag	-14	7	-13	-5	0	-8	-1	-20
TRAIL sens C8	-11	-5	-15	11	4	7	-3	30
NCOA2 inhibitor	-41	2	-10	-17	-22	.	-24	-54
TWEAK Fn14 block	6	-13	0	1	10	4	-1	-24
CF NFkB inh	-14	9	-16	47	4	6	-1	-3
SRC1 inh	-4	7	3	4	8	1	13	-38
TROY signal inh	4	-36	-9	20	7	-6	10	-21
SRC3 inh	-8	19	-15	6	17	12	6	-7
EBV LMP1 NFkB	-5	3	0	3	5	-1	-7	3
KKLEB cytotox	-6	1	16	-16	3	1	8	-4
NR2F2 inh	-8	6	-3	11	-3	.	10	-30

41: O=C(c1ccco1)N1CCN(c2c(-c3ccccc3)c3cc(Cl)ccc3[nH]c2=O)CC1
42: CCCOc1ccc(C2C(C(=O)OC)=CN(CCOC)C=C2C(=O)OC)cc1
43: CCCCCC(C)n1[nH]c(=O)c2c(C)cc(C)nc21 (configuration not stated)
44: CC1C(=O)N2CCCc3cc(NC(=O)C(=O)NCCCc4ccccc4)cc1c32 (configuration not stated)
45: COc1ccccc1CC(=O)O/N=C(\N)c1ccccn1
46: CC(O)(c1cccc(F)c1)c1nc(-c2cccc3cccnc23)cs1 (configuration not stated)
47: CC(C)(C)NC(=O)C1CC(=O)OC1(C)C (configuration not stated)
48: CC(C)=CCN1CCN(CCC2=C(C)CCCC2(C)C)CC1CCO (configuration not stated)
Assay by compound	41	42	43	44	45	46	47	48
NR5A2 inv ag	-25	17	0	-29	-64	15	3	2
TRAIL sens C8	-15	2	-14	-2	-10	-9	-11	-2
NCOA2 inhibitor	3	-5	-5	-15	-58	-8	3	10
TWEAK Fn14 block	0	-3	6	-16	-18	-2	4	-12
CF NFkB inh	23	7	15	-17	-4	-5	-4	4
SRC1 inh	6	-1	11	-2	-50	2	1	17
TROY signal inh	2	15	7	6	-38	4	5	12
SRC3 inh	17	-17	-26	7	-10	-10	10	7
EBV LMP1 NFkB	-1	3	0	1	-17	.	0	-12
KKLEB cytotox	-5	-1	-6	-3	2	-6	-2	-31
NR2F2 inh	-6	10	13	-30	-27	0	4	6

49: COc1ccc(-c2cc(C(F)(F)F)nc(N3CCOCC3)n2)cc1
50: CCc1ccc(Nc2ccc(C(=O)O)cc2[N+](=O)[O-])cc1
51: CCN(CC)S(=O)(=O)c1cccc(C(=O)N[C@H](C(=O)Nc2nc3ccc(F)cc3s2)C(C)C)c1
52: COc1ccc(NC(=O)C2CCN(S(C)(=O)=O)CC2)c(OC)c1
Assay by compound	49	50	51	52
NR5A2 inv ag	14	1	-58	12
TRAIL sens C8	11	-1	10	3
NCOA2 inhibitor	1	-26	-40	12
TWEAK Fn14 block	-15	12	44	4
CF NFkB inh	-3	7	-2	6
SRC1 inh	-8	5	-43	-84
TROY signal inh	-5	-11	12	15
SRC3 inh	13	-11	-24	12
EBV LMP1 NFkB	5	6	31	-7
KKLEB cytotox	12	-3	-8	-11
NR2F2 inh	9	1	-14	-2
